Bioassay records from PubChem.
RORg inh – qHTS for inhibitors of ROR gamma transcriptional activity | Potency, µM (highest dose often 53.6 µM), without a hit: at the highest dose activity change, negative = inhibition, hits mostly inhibitors | AID 2551, 2010 | Nuclear receptor ROR-gamma (Mus musculus), P51450 | 310,000 compounds, 5.4% hits | Drosophila S2 Gal4-RORgamma UAS-luciferase reporter, 20 h; further: on the % scale 0 is the no-effect control and ±100 the full control effect; nearly all actives have a fitted effect of over 60% in size
Target sequence (P51450 whole entry, looked up, the tested form may be a part): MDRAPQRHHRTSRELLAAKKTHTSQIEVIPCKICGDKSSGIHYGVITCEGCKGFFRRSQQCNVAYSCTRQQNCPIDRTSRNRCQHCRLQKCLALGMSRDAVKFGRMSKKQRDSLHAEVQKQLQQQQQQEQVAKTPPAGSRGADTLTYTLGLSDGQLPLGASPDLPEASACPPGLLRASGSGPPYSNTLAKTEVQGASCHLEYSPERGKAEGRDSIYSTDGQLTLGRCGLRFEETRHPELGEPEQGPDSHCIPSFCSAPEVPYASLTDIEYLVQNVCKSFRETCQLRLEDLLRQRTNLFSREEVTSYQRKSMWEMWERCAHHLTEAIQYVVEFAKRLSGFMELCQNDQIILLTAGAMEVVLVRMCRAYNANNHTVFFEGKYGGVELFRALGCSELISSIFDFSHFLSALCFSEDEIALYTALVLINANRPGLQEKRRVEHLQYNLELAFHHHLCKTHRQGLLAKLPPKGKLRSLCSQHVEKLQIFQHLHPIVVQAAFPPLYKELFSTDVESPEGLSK
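Luciferase reporter read in Schneider cells carrying Gal4-RORγ (mouse) and UAS-Photinus luciferase; cells given compound 1 h before 700 uM copper sulfate induction, then incubated 20 h at ambient temperature.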
uPA generation – qHTS for Inhibitors of Cell Surface uPA Generation | cell surface uPA generation assay, qHTS | Potency, µM (series often up to 38.3 µM), inactives show at the top dose activity change, negative = inhibition, usual class: inhibitors | 330,000 compounds, 0.31% hits | AID 540303, 2011; active means well fitted inhibition curve with a large enough effect; inconclusive means small, poorly fitted or top-dose-only effect; inactive means no such curve, though single readings can be large or run the other way; tested in mouse RAW 264.7 cells; further: on the % scale 0 is the no-effect control and ±100 the full control effect; nearly all actives have a fitted effect of over 55% in size
Rab9 prom act – qHTS Assay for Rab9 Promoter Activators. Huh7 Rab9 promoter-luciferase reporter, luminescence, 24 h. Potency, µM (highest dose often 9.22 µM), inactives show at the top dose activation, negative = inhibition, most hits filed as activators. 320,000 compounds, 2.8% hits. AID 485297, 2010; further: % of control where 0% means no effect; nearly all actives have a fitted effect of over 60% in size
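Rab9 promoter-driven luciferase in stably transfected Huh7 cells; 1500 cells/well rested 2 h, exposed to compound in DMSO for 24 h at 37 °C, 5% CO2. Luminescence read 10 min after adding luciferase reagent at ambient temperature.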
NPC1 prom act – qHTS Assay for NPC1 Promoter Activators; Huh7 NPC1 promoter luciferase reporter, 24 h; AID 485313, 2010; 320,000 compounds, 2.4% hits; Potency, µM (top dose mostly 9.22 µM), for inactives: top-dose activation, usual class: activators;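 further: % of control where 0% means no effect; nearly all actives have a fitted effect of over 60% in size; reporter is driven by a mutant NPC1 promoter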
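Readout is luciferase luminescence, reflecting NPC1 promoter activation in stably transfected Huh7 cells after 24 h compound exposure at 37 °C in reduced-serum medium with 10% FBS.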
FLuc modulator – qHTS profiling assay for firefly luciferase inhibitor/activator using purifed enzyme and Km concentrations of substrates (counterscreen for miR-21 project); purified FLuc, Km substrates, luminescence inhibition; Potency, µM (titrated, usually from 57.5 µM), for the others: top-dose activity change, negative = inhibition, most hits filed as inhibitors; 360,000 compounds, 6.9% hits; AID 588342, 2011;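 further: plate controls were vehicle for no effect and reference inhibitor for full effect; nearly all actives have a fitted effect of over 55% in size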
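Purified P. pyralis luciferase (10nM final) with 10uM D-luciferin and 10uM ATP (Km levels) in 50mM Tris acetate pH 7.5, 10mM Mg acetate, 0.01% Tween-20, 0.05% BSA; qHTS 6-point titration, ~60 µM downward; luminescence read.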
VP16 counter – VP16 counterscreen qHTS for inhibitors of ROR gamma transcriptional activity. Potency, µM (highest dose often 53.6 µM), for inactives: at the top dose activity, negative = inhibition, hits mostly inhibitors. Drosophila S2 Gal4-VP16 UAS-luciferase, luminescence, 20 h. AID 2546, 2010. 310,000 compounds, 3.5% hits;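 further: Gal4-VP16 expression switched on by copper sulfate through the metallothionein promoter; on the % scale 0 is the no-effect control and ±100 the full control effect; nearly all actives have a fitted effect of over 50% in size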
ELG1 genotox – qHTS screen for small molecules that induce genotoxicity in human embryonic kidney (HEK293T) cells expressing luciferase-tagged ELG1; HEK293T ELG1-luciferase reporter, luminescence, 16 h; Potency, µM (highest dose often 46 µM), inactives show at the highest dose activity change, positive = activation, most hits filed as activators; 330,000 compounds, 1.3% hits; further: % of control where 0% means no effect; nearly all actives have a fitted effect of over 60% in size
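HEK293T cells expressing luciferase-tagged ELG1 were exposed to compound or DMSO vehicle for 16 hr at 37 °C and 5% CO2. Luciferase activity was then measured with ONE-Glo after 30 min at room temperature.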
BRCA1 expr up – qHTS Assay to Identify Small Molecule Activators of BRCA1 Expression; Potency, µM (titrated, usually from 46.1 µM), without a hit: at the highest dose activation, most hits filed as activators; 380,000 compounds, 1.1% hits; AID 624202, 2012; MCF7-BRCA1-FFLuc reporter, luminescence, 48 h; response scale: scaled: vehicle 0%, 10 µM genistein 100%; further: nearly all actives have a fitted effect of over 80% in size; some results filed as inactive show a strong effect at the top dose
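Activators of BRCA1 expression were detected as increased firefly luciferase luminescence in engineered MCF7 cells after 48 h compound incubation. Signals were scaled to genistein 10 microM as full activation.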
p53 reactivation – qHTS assay for re-activators of p53 using a Luc reporter; Potency, µM (top dose mostly 92.2 µM), inactives show top-dose activity change, positive = activation, usual class: activators; H1299 p53-A138V BP100-luciferase reporter, luminescence, 24 h; 320,000 compounds, 0.063% hits; further: % of control where 0% means no effect; nearly all actives have a fitted effect of over 45% in size
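p53-null H1299 cells stably carrying temperature-sensitive p53-A138V and a BP100-luciferase reporter were pinned with compounds (4-point, 1:5 series) and held 24 hrs at 37 deg C. Luminescence was read 10 min after detection reagent.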
MBNL1-CUG inh – qHTS Assay for Inhibitors of MBNL1-poly(CUG) RNA binding; TR-FRET MBNL1-His/biotin-(CUG)12 binding, 665/545 ratio; Muscleblind-like protein 1 (Homo sapiens), Q9NR56; Potency, µM (highest dose often 57.5 µM), for inactives: at the top dose activity change, negative = inhibition, usual class: inhibitors; AID 2675, 2010; 280,000 compounds, 0.036% hits; active means well fitted inhibition curve with a large enough effect in the signal ratio, with a control signal flat, not every such curve was filed as active; inconclusive means small, poorly fitted or top-dose-only effect, or effect the other way, or a change in a side signal; inactive means no such curve, though single readings can be large or run the other way; the % refers to the signal ratio; further: on the % scale 0 is the no-effect control and ±100 the full control effect
Target sequence (Q9NR56 whole entry, looked up): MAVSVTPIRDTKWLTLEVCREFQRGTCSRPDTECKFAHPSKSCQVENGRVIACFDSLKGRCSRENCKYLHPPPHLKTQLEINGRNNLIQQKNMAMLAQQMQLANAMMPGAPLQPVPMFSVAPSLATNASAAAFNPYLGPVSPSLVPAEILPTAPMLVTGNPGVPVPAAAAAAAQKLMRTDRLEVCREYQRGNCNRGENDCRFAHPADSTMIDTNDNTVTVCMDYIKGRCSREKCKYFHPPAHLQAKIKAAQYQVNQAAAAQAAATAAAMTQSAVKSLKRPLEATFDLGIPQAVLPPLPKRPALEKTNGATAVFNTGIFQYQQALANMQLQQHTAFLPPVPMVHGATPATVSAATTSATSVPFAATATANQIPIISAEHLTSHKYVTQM
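His-tagged MBNL1 binding to biotinylated (CUG)12 RNA was measured by TR-FRET using terbium anti-His antibody (0.055 ng/ul final) and streptavidin-XL665 (5 nM final). Compounds were titrated 92 nM to 58 uM; 60 min at room temperature.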
Starred values were filed as active, the others as inactive; ? = inconclusive; · = no result given; & = joins results of further samples; [ ] = remark or other dose. Unless noted, the call rests on the fitted dose curve; in most records, active means well fitted curve in the direction sought with a large enough effect; inconclusive means small, poorly fitted or top-dose-only effect, or another doubt; inactive means no such curve, though single readings can be large; an effect the other way counts as inactive or inconclusive. Potency means the concentration at half of the fitted maximal effect. Rows are unselected, and some 13% of all compounds hit somewhere here.

Start of the listing, in advance:
compound	RORg inh	uPA generation	Rab9 prom act	NPC1 prom act	FLuc modulator	VP16 counter	ELG1 genotox	BRCA1 expr up	p53 reactivation	MBNL1-CUG inh
Cc1cc(C(=O)Nc2ccc3nc(C)sc3c2)c2ccccc2n1	13%	9%	2%	1%	1%	-1%	4%	-12%	-2%	15%
C=C1CCN(c2ccc(C(=O)NCc3ccccc3)cc2[N+](=O)[O-])CC1	7%	-2%	1%	-2%	-6%	6%	1%	-15%	9%	18%

Results, previewed entries included:
compound	RORg inh	uPA generation	Rab9 prom act	NPC1 prom act	FLuc modulator	VP16 counter	ELG1 genotox	BRCA1 expr up	p53 reactivation	MBNL1-CUG inh
Cc1cc(C(=O)Nc2ccc3nc(C)sc3c2)c2ccccc2n1	13%	9%	2%	1%	1%	-1%	4%	-12%	-2%	15%
C=C1CCN(c2ccc(C(=O)NCc3ccccc3)cc2[N+](=O)[O-])CC1	7%	-2%	1%	-2%	-6%	6%	1%	-15%	9%	18%
COCCNC(=O)C(=O)N/N=C(\C)CC(=O)Nc1cccnc1	-6%	-1%	-4%	-2%	1%	16%	0%	4%	-1%	10%
CCOC(=O)Cc1cnc(NC(=O)CSc2nc(C(C)C)cc(=O)[nH]2)s1	-5%	1%	-3%	1%	-2%	-4%	-2%	-42%	0%	-3%
CNC(=O)c1ccc(Nc2nnc(-c3ccc(C(N)=O)cc3)c3ccccc23)cc1	-1%	7%	-5%[1.84 µM]	0%	-1%	3%	3%	-8%	-4%	?
COc1ccc(COC(=O)C2=C(C)NC(=O)NC2c2ccc(F)cc2)cc1 (stereo not drawn)	49%	-8%	-5%	-4%	-2%	-8%	-15%	-61%	·	7%
COCCn1c(=O)[nH]c2cc(C(=O)N3CCN(c4cccc(C)c4C)CC3)ccc2c1=O	37%	-3%	-6%	-9%	2%	-2%	-5%	-28%	-7%	3%
Cc1cccc(C)c1NC(=O)C(c1ccc([N+](=O)[O-])cc1)N(C)C(=O)c1ccccn1 (stereo not drawn)	-5%	-9%	-2%	-1%	-4%	2%	-2%	-2%	3%	?
N#Cc1ccccc1OCC(=O)NNC(=O)c1ccncc1	·	7%	1%	-3%	-16%	·	-2%	-25%	-3%	·
Cc1ccc(F)c(NC(=O)C2CCCCC2C(=O)O)c1 (stereo not drawn)	-9%	1%	2%	-3%	-5%	-3%	-1%	-2%	8%	-6%
COc1cccc(CNC(=O)c2cccnc2Sc2ccc(Cl)cc2)c1	17%	6%	6%	1%	3%	-2%	-11%	9%	-4%	18%
CCN(CC)C(=O)Cn1cc(C(=O)C(=O)NCc2cccs2)c2ccccc21	21%	4%	-7%	2%	1%	-4%	9%	-16%	-2%	9%
O=C(c1ccco1)N1N=C(c2cccs2)CC1c1ccccc1O (stereo not drawn)	1%	16%	3%	1%	4%	-15%	-9%	-45%	-5%	27%
O=C(CCCNC(=O)c1ccc(Cl)cc1)Nc1ccccc1F	1%	4%	-2%	2%	2%	1%	4%	4%	0%	0%
Cc1ccc2[nH]c(=O)c(CN(Cc3cccnc3)Cc3nnnn3CC3CCCO3)cc2c1 (stereo not drawn)	7%	1%	0%	0%	5%	3%	-2%	-20%	-5%	-12%
CCOC(=O)C(C)Oc1nc(Oc2ccccc2)nc(N(C)C)n1 (stereo not drawn)	25%	7%	-3%	-3%	1%	1%	9%	3%	9%	2%
O=S(=O)(N/N=C\c1ccccc1O)c1ccc(Cl)cc1	32%	-1%	0%	-4%	3%	-7%	0%	-9%	-7%	2%
CN(C)CC(C)(C)CNS(=O)(=O)c1ccc(Cl)cc1	3%	4%	-4%	2%	-1%	3%	-2%	-27%	3%	5%
COc1ccc(N2CCN(C(CNC(=O)C(=O)NC3CCCC3)c3ccco3)CC2)cc1 (stereo not drawn)	·	1%	0%	1%	-2%	·	9%	6%	1%	·
CCCCn1c(SCC(=O)Nc2ccccc2C(F)(F)F)nc2ccsc2c1=O	4%	·	1%	-1%	7%	1%	-5%	-12%	-4%	3%
Cc1cc(NC(=O)c2cc([N+](=O)[O-])cc([N+](=O)[O-])c2)n(-c2ccccc2)n1	-24%	-11%	-1%	1%	-1%	7%	2%	-44%	14%	?
COc1cccc(-n2nnnc2SCC(=O)c2ccc(NC(C)=O)cc2)c1	11%	-5%	-3%	-3%	1%	-15%	0%	-1%	-3%	1%
CC1CCCC(NC(=O)C2CCC(CNc3c(N4CCCC4)c(=O)c3=O)CC2)C1C (stereo not drawn)	-2%	0%	2%	-4%	0%	5%	-1%	0%	3%	-3%
Cc1cc(Cl)c(OCCCCNC(C)(C)C)c(Br)c1	-7%	·	-2%	1%	1%	-7%	-10%	·	-10%	-25%
CC(C)c1nc2sc3c(=O)[nH]c(=S)[nH]c3c2c2c1CCC2	0%	·	-5%	-4%	?	?	-1%	·	-2%	25%
CCNS(=O)(=O)c1ccc2c3c(cccc13)C(=O)N2	-14%	-5%	-4%	-2%	3%	-5%	11%	-3%	2%	?
CC12CCC(=O)N1C(C(=O)NCCN1C(=O)S/C(=C\c3ccccc3F)C1=O)CS2 (stereo not drawn)	·	-1%	2%	0%	2%	·	0%	-4%	3%	·
Cc1ccc(Cc2nnc3n(-c4cccc(C)c4)nc(C(=O)c4ccccc4)n3c2=O)cc1	?	4%	-4%	-2%	7%	10%	-5%	10%[1.84 µM]	11%	?
O=C(O)c1ccccc1OCCOc1ccccc1C(=O)O	-18%	7%	-4%	4%	-2%	4%	-1%	1%	-4%	-8%
O=C(C1CCC(CNc2c(N3CCCC3)c(=O)c2=O)CC1)N1CCc2ccccc21 (stereo not drawn)	-34%	-3%	-4%	-7%	3%	-12%	3%	-8%	-8%	-6%
COc1ccc(CCNC(=O)c2cc3c(=O)n4cccc(C)c4nc3n(CCCN3CCOCC3)c2=N)cc1	-21%	-1%	-6%	2%	1%	-11%	-8%	4%	-3%	?
COc1nccc(Nc2ccccc2)c1C#N	-12%[10 µM]	3%	1%	1%	-1%	7%	4%	10%	-5%	9%
Nc1nc2ncc(C(=O)c3cc(Cl)cc(Cl)c3O)cc2s1	-3%	1%	0%	-1%	-3%	0%	0%	-22%	1%	3%
CC1CCN(Cc2ccc(-c3nnn(CC(=O)NC4CCCCC4)n3)cc2)CC1	-20%	10%	-14%	-4%	1%	-23%	-1%	1%	-1%	-6%
CCOC(=O)Cn1c(C)c(C#N)c2ccccc21	11%	-3%	0%	1%	-1%	5%	-2%	12%	-2%	-4%
O=c1c(Cc2ccc(F)cc2)c(O)ccn1CCc1ccccn1	21%	?	2%	-7%	2%	13%	-1%	3%	9%	0%
N#C/C(=C(/O)COC(=O)CCc1ccc(S(=O)(=O)N2CCOCC2)cc1)c1nc2ccccc2[nH]1	8.9µM*	7%	4%	0%	-7%	20µM*	-1%	-29%	?	-7%
CNc1snc(C)c1C(=O)OCC(=O)N(C)c1ccccc1	·	5%	-2%	0%	3%	·	1%	-18%	-6%	·
Cn1cc(CCCC(=O)NCc2ccc(F)cc2)c2ccccc21	-2%	13%	-1%	3%	3%&7%	0%	-3%	-33%	-4%	-3%
CSc1ccc(C(=O)C2CCCN(C(=O)c3ccsc3)C2)cc1 (stereo not drawn)	28%	-3%	0%	-3%	2%	3%	-5%	-6%	1%	2%
O=C(NN=C1CCCC1)C(=O)Nc1cccc(C(F)(F)F)c1	-16%	-4%	-3%	-1%	-18%	-2%	-1%	-21%	10%	-3%
O=C(Nc1ccc(N2CCN(C(=O)c3ccc(Cl)cc3)CC2)cc1)c1cccs1	-17%	-15%	-9%	-3%	3%	-6%	3%	1%	-8%	3%
COc1cccc(N(C(=O)c2ccco2)C(C(=O)NC2CCCC2)c2cccnc2)c1 (stereo not drawn)	-31%	-2%	19%	18%	0%	-18%	-6%	3%	1%	1%
Cc1sc(NC(=O)CSc2nnc(-c3ccccc3)o2)c(C#N)c1C	-34%	-2%	2%	0%	0%	29%	1%	17%	4%	12%
O=c1/c(=C\c2ccc(O)cc2)sc2n1C(c1ccccc1)C(c1ccccc1)=NN=2 (stereo not drawn)	?	4%	-7%	-3%	?	-11%	-1%	-64%	-2%	1%
O=C(Nc1cccc(-c2ccccc2)c1)N1CCN(C(=O)Nc2cccc(-c3ccccc3)c2)CC1	18%	2%	0%	-4%	0%	-6%	4%	-11%	-2%	·
COc1ccc(S(=O)(=O)N(C)CC(=O)NCc2ccco2)cc1Cl	0%	7%	-2%	-11%	7%	0%	-3%	-14%	-17%	0%
